Screening data deposited in PubChem BioAssay by National Center for Advancing Translational Sciences (NCATS).
15-hLO-2 inh = qHTS Assay for Inhibitors of 15-hLO-2 (15-human lipoxygenase 2); AID 881, 2007; Potency, µM (titrated, usually from 57.1 µM), for inactives: top-dose activity change, negative = inhibition, actives largely listed as inhibitors; 110,000 compounds, 0.56% hits; Polyunsaturated fatty acid lipoxygenase ALOX15B (Homo sapiens), O15296; purified 15hLO-2, xylenol orange hydroperoxide absorbance; further: potency means the concentration at half of the fitted maximal effect; nearly all actives have a fitted effect of over 60% in size; many of its hits are not listed in these tables
Target sequence (O15296 whole entry, looked up): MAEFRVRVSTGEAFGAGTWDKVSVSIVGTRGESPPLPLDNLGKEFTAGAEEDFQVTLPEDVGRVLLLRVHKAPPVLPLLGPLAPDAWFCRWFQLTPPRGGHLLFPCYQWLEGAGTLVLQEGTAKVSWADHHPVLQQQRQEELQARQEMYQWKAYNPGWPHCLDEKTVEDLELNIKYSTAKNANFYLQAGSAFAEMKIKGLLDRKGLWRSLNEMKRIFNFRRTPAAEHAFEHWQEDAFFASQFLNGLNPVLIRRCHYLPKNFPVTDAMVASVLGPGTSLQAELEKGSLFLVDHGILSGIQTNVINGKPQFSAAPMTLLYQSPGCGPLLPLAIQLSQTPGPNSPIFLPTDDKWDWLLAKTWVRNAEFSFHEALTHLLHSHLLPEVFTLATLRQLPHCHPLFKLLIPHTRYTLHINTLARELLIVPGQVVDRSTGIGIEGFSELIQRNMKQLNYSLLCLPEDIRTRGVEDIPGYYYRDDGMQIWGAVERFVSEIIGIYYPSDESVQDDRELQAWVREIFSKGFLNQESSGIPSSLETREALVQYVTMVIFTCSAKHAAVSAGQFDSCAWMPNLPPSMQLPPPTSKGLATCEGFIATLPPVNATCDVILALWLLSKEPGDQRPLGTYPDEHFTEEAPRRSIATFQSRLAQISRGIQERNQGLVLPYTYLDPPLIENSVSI
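Purified human 15hLO-2 (50 nM final) preincubated with compounds 15 min at room temperature in 25 mM Hepes pH 7.5, 0.01% Triton X-100, then 45 uM arachidonic acid added for 90 min; hydroperoxide detected via ferrous/xylenol orange, 573/405 nm absorbance ratio.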
ALOX12 inhib = qHTS Assay for Inhibitors of 12-hLO (12-human lipoxygenase); Polyunsaturated fatty acid lipoxygenase ALOX12 (Homo sapiens), P18054; purified 12-hLO, xylenol orange hydroperoxide absorbance; Potency, µM (doses to about 57.1 µM), inactives show at the highest dose activity change, negative = inhibition, most hits filed as inhibitors; 150,000 compounds, 0.12% hits; further: potency means the concentration at half of the fitted maximal effect; nearly all actives have a fitted effect of over 55% in size; many of its hits are not listed in these tables
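Hydroperoxide formation by human 12-lipoxygenase from 40 uM arachidonic acid was followed colorimetrically via ferric-xylenol orange complex, using the 573/405 nm absorbance ratio. Enzyme concentration was 150 nM, with 30 min reaction at room temperature.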
PNC assembly inh = High Content Assay for Compounds that inhibit the Assembly of the Perinucleolar Compartment | 140,000 compounds, 3.1% hits | activity change (PNC), negative = inhibition, % at 10 µM | PC3M PTB-GFP, PNC prevalence imaging, 16 h; hits give low values;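 active means readout at or below -70, meaning at least 70% loss of cells showing the perinucleolar compartment, a nuclear body marking cancer cells; inconclusive means readout between -30 and a set limit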;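 further: plate controls were DMSO wells for no effect and camptothecin positive control wells for full effect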
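PC3M cells stably expressing PTB-GFP, 750–1000 cells/well, treated 16 h at 37 °C with compound (23 nl of library stock), in duplicate. After paraformaldehyde fixation and Hoechst stain, imaged at 20x; PNC prevalence scored by image analysis.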
IMPase cell inh = qHTS Assay for Identifying the Cell-Membrane Permeable IMPase Inhibitors. Inositol monophosphatase 1 (Rattus norvegicus), P97697. CHO-M1 cells, IP1 accumulation, HTRF TR-FRET ratio. inhibition (IP1 accumulation), % at 46.1 µM. 120,000 tested, under 10 active. AID 901, 2007; active means well fitted curve in the direction sought with a large enough effect in the signal ratio, not every such curve was filed as active; inconclusive means small, poorly fitted or top-dose-only effect, or a change in a side signal; inactive means no such curve, though single readings can be large or run the other way; the % refers to the signal ratio;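 further: cells stimulated with carbachol in lithium chloride buffer; plate controls were DMSO basal wells for no effect and reference inhibitor wells for full effect; higher means more IMPase inhibition seen as more IP1 and lower FRET ratio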
Target sequence (P97697 whole entry, looked up): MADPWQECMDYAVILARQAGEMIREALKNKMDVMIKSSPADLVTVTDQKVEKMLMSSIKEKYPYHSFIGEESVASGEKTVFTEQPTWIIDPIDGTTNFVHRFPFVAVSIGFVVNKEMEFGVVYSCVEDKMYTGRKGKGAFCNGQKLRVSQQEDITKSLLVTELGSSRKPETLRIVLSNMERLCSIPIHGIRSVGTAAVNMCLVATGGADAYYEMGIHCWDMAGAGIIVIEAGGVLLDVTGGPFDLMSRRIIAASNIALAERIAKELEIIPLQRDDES
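Seeded CHO-M1 cells were dosed with compound at up to 46 uM, stimulated with carbachol for 30 min, then lysed in IP-One detection reagents. Higher IP1 lowers the TR-FRET signal.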
The depositor's hits bear a star; ? = inconclusive; nt = not tested or not shown; [ ] = dose if it differs, or a comment. Unless noted, the call rests on the fitted dose curve; in most records, active means well fitted curve in the direction sought with a large enough effect; inconclusive means small, poorly fitted or top-dose-only effect, or another doubt; inactive means no such curve, though single readings can be large; an effect the other way counts as inactive or inconclusive. Unless noted, on the % scale 0 is the no-effect control and ±100 the full control effect.

Every second line gives: ALOX12 inhib | IMPase cell inh | 15-hLO-2 inh | PNC assembly inh
> Cc1cccc(N)c1SC1CCCCC1O (stereo unspecified)
→ 1% | 3 | nt | ?
> CN=Cc1c(NC)nc2c(C)cccn2c1=O
→ -2% | -1 | -9% | 15
> CC(C)OCCCNS(=O)(=O)c1ccc2c(c1)OCCO2
→ 0% | 3 | 2% | 16
> Cc1cccc(N(C)C(=O)c2coc(=O)c3ccccc23)c1
→ 4% | -1 | 6% | 6
> CCOC(=O)c1cnc2cc(C)ccn2c1=O
→ -2% | nt | nt | -27
> O=C(NC1CCCC1)c1c[nH]c2ccc(F)cc2c1=O
→ -6% | 3 | 8% | -11
> Cc1ccc(C)c(S(=O)(=O)NCc2ccc(C(=O)NCc3ccco3)cc2)c1
→ 5% | -1 | nt | -7
> C=CCN1C(=NC(=O)CCC)SC2CS(=O)(=O)CC21 (stereo unspecified)
→ 3% | 3 | -2% | 61
> COc1cccc(C2C(C(=O)c3cc4cccc(OC)c4o3)=C(O)C(=O)N2c2cc(C)on2)c1OC (stereo unspecified)
→ 0% | ? | 18%[2.29 µM] | 13
> Cc1nn(Cc2ccccc2Cl)c(C)c1NC(=O)/C=C/c1cnn(C)c1
→ -5% | 1 | 7% | -2
> O=C(c1cnc2n(c1=O)CCS2)N1CCCc2ccccc21
→ 6% | -8 | nt | ?
> CC(=O)OC1CC2C(C)(C)C(O)CC[C@@]2(C)C2CC[C@@]3(C)C(c4ccoc4)OC(=O)C4O[C@@]43[C@]12C (stereo partly specified)
→ 3% | nt | -21% | nt
> CC(NC(=O)COc1cc(=O)n(C)c2ccccc12)c1ccc2c(c1)OCCO2 (stereo unspecified)
→ -5% | -2 | 5% | -19
> COc1cccc(OCCn2c(C)c(/C=N/n3cnnc3)c3ccccc32)c1
→ -12% | 9 | 4% | ?
> CN(C)Cc1ccccc1COc1ccccc1
→ 1% | nt | nt | 24
> O=c1cc(NCc2ccccc2)nc2n1CCCS2
→ -3% | nt | nt | 23
> O=[N+]([O-])c1cc(S(=O)(=O)N2CCCCCC2)ccc1F
→ -1% | -20 | nt | -24
> Fc1ccc(-c2ccnc3nc(N4CCOCC4)nn23)cc1
→ 7% | -1 | -7% | -14
> COC(=O)C1=C(C)N=C2SC(C#N)=C(N)N2C1c1cccc(OC)c1 (stereo unspecified)
→ -7% | 0 | -5% | 25
> Cc1ccc(C(C[N+](=O)[O-])c2c(C)cc3ccccn23)cc1 (stereo unspecified)
→ -16% | nt | nt | -2
> CCOC(=O)c1sc(NC(=O)CSc2nc3c(cc2C#N)CCCCCC3)c(C#N)c1C
→ -5% | -7 | ? | ?
> CCOC(=O)N1CCN(C(=S)NC(=O)c2cncc(Br)c2)CC1
→ -3% | nt | nt | 24
> COCCC(=O)N(Cc1ccc2c(c1)OCO2)C(C(=O)NC1CCCCC1)c1ccncc1 (stereo unspecified)
→ -9% | -2 | 11% | 24
> CCn1ncc(C2=NOC(C(=O)NCc3ccc(Cl)cc3)C2)c1C (stereo unspecified)
→ -5% | 7 | 2% | -82*
> C/C(=N\NS(=O)(=O)c1ccc(Cl)cc1)c1ccc(NC(=O)c2ccco2)cc1
→ 1% | 12 | nt | ?
> O=C(/C=C/c1ccccc1)NCCOc1ccccc1
→ -1% | nt | nt | 15
> CS(=O)(=O)Nc1cccc(C2=NN(S(C)(=O)=O)C(c3ccc4c(c3)OCO4)C2)c1 (stereo unspecified)
→ -5% | nt | nt | 51
> O=C(NC1CCCC1)c1ccc(COCC(F)(F)F)o1
→ 0% | 2 | 2% | 36
> O=C(CN1C(=O)COc2ccccc21)NCCCN1CCN(Cc2ccccc2)CC1
→ -1% | -5 | 2% | 40
> COc1cc(NC(=O)COC(=O)C2CC2)c(C)cc1[N+](=O)[O-]
→ 2% | 2 | nt | 26

Next section; it opens with the 6 that closed the last part.
Every second line gives: ALOX12 inhib | IMPase cell inh | 15-hLO-2 inh | PNC assembly inh
> C/C(=N\NS(=O)(=O)c1ccc(Cl)cc1)c1ccc(NC(=O)c2ccco2)cc1
→ 1% | 12 | nt | ?
> O=C(/C=C/c1ccccc1)NCCOc1ccccc1
→ -1% | nt | nt | 15
> CS(=O)(=O)Nc1cccc(C2=NN(S(C)(=O)=O)C(c3ccc4c(c3)OCO4)C2)c1 (stereo unspecified)
→ -5% | nt | nt | 51
> O=C(NC1CCCC1)c1ccc(COCC(F)(F)F)o1
→ 0% | 2 | 2% | 36
> O=C(CN1C(=O)COc2ccccc21)NCCCN1CCN(Cc2ccccc2)CC1
→ -1% | -5 | 2% | 40
> COc1cc(NC(=O)COC(=O)C2CC2)c(C)cc1[N+](=O)[O-]
→ 2% | 2 | nt | 26
> COc1ccc(-c2nc3ccccc3c(=O)n2CCOc2ccc(C)cc2C)cc1
→ -3% | -6 | nt | -12
> O=C(C1CCC(CNS(=O)(=O)c2cccs2)CC1)N1CCCCC1 (stereo unspecified)
→ -2% | -7 | -9% | ?
> CC(NC(=O)CCN1C(=O)c2ccccc2C1=O)c1ccc2c(c1)CCCC2 (stereo unspecified)
→ -3% | nt | nt | -113*
> O=c1c(Cl)c(N2CCN(c3ccc(F)cc3)CC2)cnn1C12CC3CC(CC(C3)C1)C2
→ -5% | -3 | nt | -23
> CCN1CCN(Cc2nc(N)nc(Nc3ccc(C)c(C)c3)n2)CC1
→ 9% | -7 | 27% | -1
> CNC(=O)c1ccc(N(Cc2ccccc2C)S(C)(=O)=O)cc1
→ -2% | -13 | 9% | 10
> O=S(=O)(c1cc(Cl)cc(Cl)c1)N1CCCC1c1nc2ccccc2s1 (stereo unspecified)
→ 1% | 0 | nt | -100*
> CC(C)CCOc1ccc(Cl)cc1CN1CCOCC1
→ 6% | ? | 24% | 2
> COc1cc2c(cc1OC)C(Nc1ccccc1)=NC(C)(C)C2
→ 3% | 5 | nt | 4
> O=C(Nc1sc2c(c1C(=O)O)CCCC2)c1cccs1
→ -2% | -5 | -16% | 27
> COc1ccnc(CSC(N)=Nc2ccccc2OC)c1
→ -1% | -4 | nt | -81*
> CN(C)P(=NC(=O)COc1ccc(Cl)cc1Cl)(N(C)C)N(C)C
→ -3% | -6 | -2% | 0
> CCOC(=O)N1CCN(Cc2nc3c(c(=O)[nH]c(=O)n3C)n2CCCc2ccccc2)CC1
→ 7% | 6 | nt | 72
> CC12CN3CC(C)(CN(C1)C3c1cc(Br)ccc1O)C2=O (stereo unspecified)
→ -2% | 4 | -1% | ?
> COc1ccc(OC)c(CNC(=O)CCNC(=O)Cn2ccc3ccccc3c2=O)c1
→ -2% | -5 | -4% | 44
> CCOc1nc(Nc2cc(Cl)ccc2OC)nc(OCC)n1
→ 4% | 21 | nt | 178
> CCC(c1nnnn1Cc1ccco1)N(CCc1ccccc1)Cc1cc2cccc(C)c2[nH]c1=O (stereo unspecified)
→ -18% | -3 | 2%[2.29 µM] | ?
> COCCCNC(=O)C(C#N)c1nc2ccccc2nc1N1CCN(Cc2ccccc2)CC1 (stereo unspecified)
→ -1% | 6 | 11% | ?
> Cc1ccc(-n2c(N)c(C(=O)Nc3c(C)n(C)n(-c4ccccc4)c3=O)c3nc4ccccc4nc32)cc1
→ 3% | -2 | nt | ?
> O=C(NC(=S)Nc1ccc(N2CCOCC2)cc1)c1ccc2c(c1)OCCO2
→ -1% | nt | nt | -17
> COc1ccc(-c2nc(N)c3ncn([C@H]4O[C@@H](CO)[C@@H](O)[C@@H]4O)c3n2)cc1
→ 1%[11.4 µM] | nt | -5%[11.4 µM] | nt
> Cc1ncn(C23CC4CC(CC(O)(C4)C2)C3)n1
→ -1% | -4 | -10% | 5
> O=C(CCSCc1ccccc1Cl)N1CCN(c2ccccn2)CC1
→ -4% | 1 | 0% | 12
> CC(Nc1cc(=O)n(C)c(=O)n1C)c1ccccc1 (stereo unspecified)
→ 2% | 5 | nt | 28
> CCC(=O)N1CCN(c2ccccc2NC(=O)Cc2ccccc2)CC1
→ -7% | 7 | -12% | 61
> C/C(=N/NC(=O)Nc1ccccc1)c1ccc(C)cc1
→ 0% | nt | nt | -11
> Cc1ccc(OCC(=O)NNC(=O)c2ccoc2C)c(Br)c1
→ 3% | nt | nt | ?
> CN(Cc1ccccc1)S(=O)(=O)c1ccc(NC(=S)NC(=O)C2CCCCC2)cc1
→ ? | ? | nt | -7
> CC(=O)N1CCc2c(sc3c2c(=O)n(-c2ccccc2)c(=O)n3Cc2ccccc2Cl)C1
→ -1% | nt | nt | -114*
> O=C1C=C(OCc2ccccc2)CN1
→ 0% | 5 | -12% | ?

Every second line gives: ALOX12 inhib | IMPase cell inh | 15-hLO-2 inh | PNC assembly inh
> COc1ccc(CCn2nnnc2C(CC(C)C)N2CCN(c3ncccn3)CC2)cc1OC (stereo unspecified)
→ 20% | 6 | 6% | 16
> O=C(O)COc1ccc(S(=O)(=O)NCCc2ccccc2)cc1
→ 2% | ? | -5% | -22
> O=c1[nH]c2ccc(S(=O)(=O)N3CCCCC3)cc2[nH]c1=O
→ -5% | nt | nt | -5
> COc1ccc(OC)c2c1sc(=NC(=O)C(C)C)n2C
→ 0% | 8 | 14% | ?
> CC1(C)CC(=O)C(C(c2ccncc2)C2C(=O)CC(C)(C)CC2=O)C(=O)C1
→ -2% | -5 | 0% | -87*
> COC(=O)C1CC(O)CN1C(=O)c1ccco1 (stereo unspecified)
→ 2% | -10 | -1% | -10
> CCn1c(SCC(=O)Nc2nc3c(s2)CCCC3)nc2c1c(=O)n(C)c(=O)n2C
→ 2% | 2 | 0% | -24
> Cc1noc(C)c1Cc1ccc(O)cc1
→ 2% | -4[1.84 µM] | 5%[11.4 µM] | -28
> Cc1ccccc1-c1noc(C23CC4CC(CC(C4)C2)C3)n1
→ 7% | 8 | 8% | 29
> CS/C(=N\N(C)C(N)=O)c1ccccc1
→ -1% | nt | nt | 2
> Cc1ccc(-c2cc(C(=O)O)c3sc(N4CCCCC4)nc3n2)cc1
→ -2% | nt | nt | -27
> Cc1ccc(S(=O)(=O)Cn2nnnc2C(c2ccccc2)N2CCN(c3ccccc3)CC2)cc1 (stereo unspecified)
→ -7% | 3 | nt | -24
> CCOC(=O)N1CCN(C(=O)C2CC(c3ccc(F)cc3)=NO2)CC1 (stereo unspecified)
→ 1% | 12 | 7% | -24
> COc1ccc(CCNC(=O)C2CCN(S(=O)(=O)c3ccc(Cl)cc3)CC2)cc1OC
→ -1% | -10 | nt | -100*
> O=C(O)CC(NC(=O)C1c2ccccc2Oc2ccccc21)c1ccc(Cl)cc1 (stereo unspecified)
→ -5% | 5 | nt | -1
> Cc1nn(-c2nc(-c3ccco3)cc(C(F)(F)F)n2)c(C)c1Cl
→ 0% | 0 | -4% | -27

Full records from above. Values in the order: ALOX12 inhib | IMPase cell inh | 15-hLO-2 inh | PNC assembly inh
Record of `COc1ccc(CCNC(=O)C2CCN(S(=O)(=O)c3ccc(Cl)cc3)CC2)cc1OC` = -1% | -10 | nt | -100*
Record of `Cc1noc(C)c1Cc1ccc(O)cc1` = 2% | -4[1.84 µM] | 5%[11.4 µM] | -28
Record of `O=C(O)COc1ccc(S(=O)(=O)NCCc2ccccc2)cc1` = 2% | ? | -5% | -22
Record of `O=C(O)CC(NC(=O)C1c2ccccc2Oc2ccccc21)c1ccc(Cl)cc1` (stereo unspecified) = -5% | 5 | nt | -1
Record of `CCn1c(SCC(=O)Nc2nc3c(s2)CCCC3)nc2c1c(=O)n(C)c(=O)n2C` = 2% | 2 | 0% | -24
